CRFBP-R2 block = blocks CRF-induced signaling of the CRF-BP/CRF-R2 complex. actives 0.59% (n = 350,000). inhibition, % at 11.8 µM. HEK293 CRF-R2/CRF-BP, CRF-induced calcium fluorescence. AID 588475;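 active = inhibition of the ligand-induced calcium signal above about 50% at the single tested concentration, limit read from the data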
CHRM5 PAM = CHRM5 positive allosteric modulation | activation, % at 3 µM | P08912 | AID 624038 | actives 0.3% (n = 360,000) | CHO-K1 hM5, Fluo-8 calcium, ACh EC20 PAM; 0% = ACh EC20, 100% = ACh EC100;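 active = activation above the run cutoff, the mean activation of all test compounds plus 3 SD, cut at about 18% in these data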
Target sequence (P08912 whole entry, looked up): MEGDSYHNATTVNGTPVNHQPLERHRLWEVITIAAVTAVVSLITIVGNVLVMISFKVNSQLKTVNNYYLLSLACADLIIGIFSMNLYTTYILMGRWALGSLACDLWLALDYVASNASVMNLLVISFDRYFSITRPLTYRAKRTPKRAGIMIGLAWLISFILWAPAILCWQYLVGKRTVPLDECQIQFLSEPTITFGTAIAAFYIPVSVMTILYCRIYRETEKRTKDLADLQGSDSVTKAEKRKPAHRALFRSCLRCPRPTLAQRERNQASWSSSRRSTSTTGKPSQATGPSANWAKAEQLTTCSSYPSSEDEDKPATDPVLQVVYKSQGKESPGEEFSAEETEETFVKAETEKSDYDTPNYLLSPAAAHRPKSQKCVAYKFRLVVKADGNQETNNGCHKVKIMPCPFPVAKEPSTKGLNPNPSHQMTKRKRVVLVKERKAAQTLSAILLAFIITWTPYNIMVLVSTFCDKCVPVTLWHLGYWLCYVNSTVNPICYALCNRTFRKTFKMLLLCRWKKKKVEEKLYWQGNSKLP
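System: CHO-K1 hM5 cells. Reagent: acetylcholine, EC20 level. Compound dosing: single dose, 3 µM nominal final test concentration. Timing: Post-acetylcholine fluorescence recording 140 s. Detection: Fluo-8 calcium fluorescence. Read-out: % activation, ACh-normalized. Benchmarks: ACh EC20 and EC100 wells. Repeats: singlicate, one well per test compound.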
M4 antag = blocks acetylcholine activation of human M4 receptor; P08173; CHO-hM4 cells, ACh EC80, Fluo-8 calcium fluorescence; AID 624125; actives 0.73% (n = 360,000); inhibition, % at 3 µM;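 active = inhibition above its plate's cutoff, the mean inhibition of sample wells plus 3 SD, cut at about 27% in these data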;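 also: 0% = acetylcholine EC80 with DMSO and 100% = DMSO without agonist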
Target sequence (P08173 whole entry, looked up): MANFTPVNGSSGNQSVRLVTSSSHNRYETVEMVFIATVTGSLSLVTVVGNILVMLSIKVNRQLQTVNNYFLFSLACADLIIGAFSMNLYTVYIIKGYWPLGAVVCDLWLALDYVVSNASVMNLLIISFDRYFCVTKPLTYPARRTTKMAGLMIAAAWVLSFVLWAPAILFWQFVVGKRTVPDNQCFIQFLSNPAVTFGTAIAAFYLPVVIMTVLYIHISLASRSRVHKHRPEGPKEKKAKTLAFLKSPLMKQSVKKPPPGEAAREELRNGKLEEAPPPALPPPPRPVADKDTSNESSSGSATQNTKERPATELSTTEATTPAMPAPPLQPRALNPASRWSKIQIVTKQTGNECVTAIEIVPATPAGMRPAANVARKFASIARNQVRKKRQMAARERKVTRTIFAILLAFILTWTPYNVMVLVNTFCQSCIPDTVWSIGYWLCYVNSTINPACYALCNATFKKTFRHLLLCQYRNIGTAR
CHRM4 PAM = CHRM4 positive allosteric modulation | CHO-K1 hM4/Gqi5, Fluo-8 calcium fluorescence, ACh EC20; 0% = ACh EC20, 100% = maximal ACh | activation, % at 3 µM | actives 0.4% (n = 360,000) | AID 624126;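 active = activation above its plate's cutoff, the mean activation of sample wells plus 3 SD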; also: some results filed as inactive read as strong as hits
CHRM4 agonist = CHRM4 agonism in calcium assay; activation, % at 3 µM; CHO-K1 hM4/Gqi5, Fluo-8 calcium fluorescence; vehicle 0%, full acetylcholine response 100%; P08173; actives 0.14% (n = 360,000); AID 624127;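 active = activation above the run mean over all test wells plus 3 SD, cut at about 32% in these data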;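 also: peak over basal fluorescence ratio per well then scaled between controls; 0% = DMSO wells and 100% = acetylcholine at EC100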
CRFR2-BP ag = agonists of human CRF-binding protein/CRF-R2 receptor complex; activation, % at 13.2 µM; AID 588473; actives 0.46% (n = 350,000); HEK293 CRF-R2/CRF-BP, calcium dye fluorescence (FLIPR); percent of saturating CRF peptide response;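 active = activation of at least 50%, plus an integration ratio under a set limit after plate pattern correction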;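 also: plate controls were neutral control wells without compound for no effect and CRF at EC100 for full effect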
IDE cell inh = inhibitors of human insulin-degrading enzyme in cells. P14735. HEK cells, FAbetaB cleavage, fluorescence polarization. inhibition, % at 5.59 µM. actives 0.41% (n = 320,000);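 active = percent inhibition above the average of all tested compounds plus 3 SD, set per screening campaign, cut at about 16% in these data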;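 also: IDE supplied by intact live HEK cells; FP after avidin binding of uncleaved biotin substrate so inhibition keeps polarization high; 0% = DMSO wells and 100% = 60 µM reference IDE inhibitor Ii1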
M5 ag = agonists of human muscarinic M5 receptor (CHRM5); CHO-K1 hM5 cells, Fluo-8 calcium fluorescence; 0% DMSO wells, 100% maximal acetylcholine response; P08912; actives 0.19% (n = 360,000); AID 624037; activation, % at 3 µM;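 active = activation above the run's mean over test compounds plus 3 SD, cut at about 23% in these data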;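 also: signal is peak over basal fluorescence ratio across the kinetic read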
M5 antag = antagonists of human muscarinic M5 receptor (CHRM5); P08912; CHO-hM5 cells, Fluo-8 calcium fluorescence, ACh EC80; inhibition, % at 3 µM; actives 0.59% (n = 360,000);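 active = inhibition above a per-plate cutoff, the mean of that plate's test compounds plus 3 SD, cut at about 27% in these data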;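 also: 0% = acetylcholine EC80 with DMSO and 100% = DMSO without agonist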
Active calls of the source: *; . = no result given.

SMILES	CRFBP-R2 block	CHRM5 PAM	M4 antag	CHRM4 PAM	CHRM4 agonist	CRFR2-BP ag	IDE cell inh	M5 ag	M5 antag
Cc1ccc(S(=O)(=O)N2CCC(=O)N(CCOCc3cccc(F)c3)CC2)cc1	5	-4	2	2	1	-1.4	6	-1	17
Cc1ccc(-n2c(SCC(=O)N(C)C3CCS(=O)(=O)C3)nc3ccccc3c2=O)c(C)c1 (stereo unspecified)	-14	-12	-11	-2	9	0.1	2	5	17
CCOC(=O)C1CCCN(S(=O)(=O)c2ccc(S(N)(=O)=O)cc2)C1 (stereo unspecified)	16	0	0	-3	4	-0.1	6	5	-7
Cc1ccc(N(CC(=O)NCc2ccccc2)C(=O)CCC(=O)Nc2ccccn2)cc1C	-4	-1	8	-7	3	0.1	2	-3	10
COc1ccccc1-c1nc(C#N)c(N2CCCCCC2)o1	14	0	3	-5	-2	-0.3	-1	-4	-1
Cc1cccc(C)c1NC(=O)c1ccc(-c2cc(F)ccc2F)o1	.	-4	1	-1	1	.	.	-2	13
CCn1cc(CNCc2ccc(OCC(O)CN(C)Cc3ccccc3)cc2)cn1 (stereo unspecified)	5	-8	-5	-6	2	8.9	9	-5	4
CCCCCn1c2nc3ccccc3nc2c2c(=O)n(CC(C)C)cnc21	-10	3	4	2	0	0.2	1	-5	5
Cc1cccc(OCC(=O)Nc2ccc3c(c2)OCO3)c1C	21	-2	2	-5	0	-0.3	5	-2	-3
O=C(N/N=C/c1c(Cl)nc2ccccn2c1=O)c1cccnc1	-6	-4	0	1	1	-1.2	4	-5	-5
Fc1ccccc1OCCCCCN1CCCC1	5	1	6	-4	0	-2.6	1	-8	-6
O=C(CCC1COc2ccccc2O1)Nc1cccnc1 (stereo unspecified)	20	0	-3	-1	2	-4.8	6	0	-3
CC(C)n1c(=O)c2ccccc2n1Cc1cn(-c2ccc(Cl)cc2)nn1	.	4	3	0	0	.	.	1	5
O=C(N/N=C/c1ccc(Cl)cc1Cl)c1ccc(-n2cnnn2)cc1	0	5	-1	6	0	0.6	-3	4	-3
COc1ccc(C(NC(=O)CNC(C)=O)C(=O)Nc2ccc(C(C)C)cc2)cc1 (stereo unspecified)	-12	1	-1	7	1	1.3	-4	0	4
O=C(Nc1ccc2oc(-c3ccncc3)nc2c1)c1ccc2c(c1)OCO2	2	-5	2	0	3	-1.2	9	-2	5
O=c1c2c3c(sc2ncn1/N=C/c1ccncc1)CCCC3	-10	6	-5	18	1	0.0	-2	-6	-2
CN(C)c1ccc(NC(=S)Nc2ccc3c(c2)c(=O)n(C)n3-c2ccc(C(C)(C)C)cc2)cc1	.	-2	-1	-4	1	.	.	0	7
O=C(CCn1cnc2ccccc2c1=O)Nc1ccc(S(=O)(=O)N2CCCCC2)cc1	1	7	2	2	4	-0.9	9	-3	1
CCOC(=O)c1nc2ccccc2s1	-9	1	-2	-8	0	-1.0	-2	-2	2

4 entries from above, sorted by length of the SMILES, largest number first:
SMILES	CRFBP-R2 block	CHRM5 PAM	M4 antag	CHRM4 PAM	CHRM4 agonist	CRFR2-BP ag	IDE cell inh	M5 ag	M5 antag
CCOC(=O)C1CCCN(S(=O)(=O)c2ccc(S(N)(=O)=O)cc2)C1 (stereo unspecified)	16	0	0	-3	4	-0.1	6	5	-7
O=C(N/N=C/c1ccc(Cl)cc1Cl)c1ccc(-n2cnnn2)cc1	0	5	-1	6	0	0.6	-3	4	-3
COc1ccccc1-c1nc(C#N)c(N2CCCCCC2)o1	14	0	3	-5	-2	-0.3	-1	-4	-1
Fc1ccccc1OCCCCCN1CCCC1	5	1	6	-4	0	-2.6	1	-8	-6

Further records follow.
SMILES	CRFBP-R2 block	CHRM5 PAM	M4 antag	CHRM4 PAM	CHRM4 agonist	CRFR2-BP ag	IDE cell inh	M5 ag	M5 antag
Cc1ccc(N2C(=O)C(Cl)=C(N3CCOCC3)C2=O)c(C)c1	-7	2	-4	-4	1	0.5	4	-3	0
CCN(CC)CCNC(=O)CS(=O)Cc1nc(-c2ccccc2Cl)oc1C (stereo unspecified)	-10	-2	13	-9	0	0.4	1	-3	1
O=C(CSc1nnc(-c2ccccc2)n1-c1ccc(Cl)cc1)NC1CCS(=O)(=O)C1 (stereo unspecified)	10	-4	3	-4	0	-0.8	-6	-2	6
COc1cc(OC)c(C=O)c(OC(=O)N2CCOCC2)c1	0	-6	-3	-5	1	0.3	0	1	12
CCOC(=O)c1cc(-c2ccc3c(c2)OCO3)nc2onc(C)c12	17	5	9	8	-1	1.9	5	3	-1
CC(=O)Nc1ccc(NC(=O)CSc2nnc(-c3cc(C)[nH]n3)n2N)cc1	-12	0	3	6	2	0.5	0	-3	-6
N#Cc1ccccc1S(=O)(=O)N1CCN(C(=O)c2cccc(S(=O)(=O)N3CCCC3)c2)CC1	7	1	5	0	9	-1.5	.	0	6
CCOc1ccc(NC(=S)N2CCC(C(=O)c3ccc(OC)cc3)CC2)cc1	11	-4	-24	12	1	-2.5	.	0	-2
CC(=O)OC[C@@H]1CN(Cc2ccccc2)C[C@H](n2cnc3c(NC(C)C)ncnc32)O1	.	-3	-3	-1	2	.	.	3	2
Clc1cccc(OCCn2cncn2)c1Cl	11	-5	-1	2	1	0.6	0	-3	0
O=C(NC1CCCCC1)OC1CC2CC1[C@H]1CCCCN1C2=O (stereo partly specified)	.	4	-7	12	1	.	.	-1	-10
CCN(c1ccccc1)S(=O)(=O)c1cccc(C(=O)NCCOc2ccccc2OC)c1	1	-6	-2	-11	11	-0.2	.	-1	6
CCCCNC(=O)C(=O)N/N=C/c1ccc(OCc2ccccc2)cc1	-4	-4	10	2	2	0.8	2	-4	2
CCN(CC)S(=O)(=O)c1ccc(C(=O)Nc2ncn(Cc3ccccc3)n2)cc1	0	0	2	7	2	0.6	0	2	-3
CC(C)N1CCC(N2CCN(CCCn3cccn3)CC2CCO)CC1 (stereo unspecified)	25	-12	-6	-11	7	-1.9	-4	0	10
CC(/C=C/c1ccco1)=N/NC(=O)CNc1ccccc1C	5	-2	4	8	1	-0.9	1	-3	8
O=c1[nH]c2ccccc2nc1-c1c[nH]c2ccccc12	-37	-7	5	5	1	1.8	7	-2	9
O=C(NC1CCCCCC1)C1CCCN1S(=O)(=O)c1cccc2cccnc12 (stereo unspecified)	9	-5	-3	0	2	6.2	0	3	4
CC(C)(C)c1ccc(OCc2ccc(C(=O)NN)o2)cc1	-9	10	-10	11	0	0.4	5	2	0
COc1cccc(CN(C)CCCn2ccc(NC(=O)OCc3ccccc3)nc2=O)c1	-7	-6	-7	-6	2	-3.3	.	-2	9
COCCCNC(=S)Nc1ccc(OC(F)F)cc1C	16	6	-11	-1	0	-2.2	7	-3	2
COc1ccccc1CC(=O)Nc1ccc(OC)c(OC)c1	-8	-3	-9	-1	1	-1.0	7	2	-1
CCOc1ccc(N2C(=O)CC(Sc3nccc(C)n3)C2=O)cc1 (stereo unspecified)	-3	0	6	6	1	0.4	-2	-8	7
COCc1c(C(=O)N/N=C/c2ccc(C)o2)nnn1-c1nonc1N	18	7	-7	-3	2	-0.1	4	-3	1
COc1ccccc1NC(=O)c1c(Nc2ccccc2F)sc(C(=O)Nc2cccc(Cl)c2)c1N	-29	2	12	2	8	-0.8	10	6	4
CN(c1ccc(OCC(=O)NCCc2ccccc2)cc1)S(=O)(=O)c1ccc(Cl)cc1	28	-4	-10	-6	1	2.7	6	-3	3
O=S(=O)(c1ccc2c(c1)CCN2)N1CCCC1	-1	-1	-4	3	0	-1.4	-3	-4	1
CCc1ccc(S(=O)(=O)NCCc2csc(-c3cccnc3)n2)s1	-6	-13	-6	-1	10	16	2	7	4
Cc1onc(-c2ccccc2Cl)c1C(=O)NNC(=O)c1cccc(F)c1	-8	6	-2	5	1	0.8	6	-1	-7
CCc1cc2c(NC(Cc3ccccc3)C(=O)O)ncnc2s1 (stereo unspecified)	14	4	5	4	0	-0.8	.	1	5
COCCCNS(=O)(=O)c1cccc(S(=O)(=O)c2cccc(S(=O)(=O)NCCCOC)c2)c1	-23	-3	7	-7	4	-2.1	-2	1	5
CCOC(=O)C1CCN(C(=O)c2ccc3c(c2)OCCO3)CC1	-3	13	-3	9	2	-0.8	-2	2	2
CC1(C)CC2(CC(C)(C(=O)CSc3nc4ccccc4s3)OC2=O)C(=O)O1 (stereo unspecified)	-8	-14	-11	-11	22	1.9	-6	6	10
Cc1ccc(S(=O)(=O)NNC(=O)C2CCN(S(=O)(=O)c3ccc(C)cc3)CC2)cc1	-6	17	-5	0	1	-0.6	4	-6	-4
COc1cc(C2c3[nH]c4ccccc4c3C[C@H]3C(=O)N(CCO)CC(=O)N23)cc(OC)c1OC (stereo partly specified)	-15	1	1	-1	0	1.8	-2	0	0
CCOC(=O)c1ccc(Oc2nc(N(C)C)nc(N3CCOCC3)n2)cc1	-21	-7	-8	0	2	-1.7	4	2	3
CN(c1ccc(-c2csc(NC(=O)CCCc3nc4ccccc4c(=O)[nH]3)n2)cc1)S(C)(=O)=O	14	2	-16	13	1	2.9	.	3	4
CS(=O)(=O)N1CCc2cc(C(=O)Nc3ccc(O)cc3)ccc21	1	5	-2	-2	4	-0.5	0	0	-11
COc1ccc(OC)c(C=NNC(=O)NN=Cc2cc(OC)ccc2OC)c1	1	-3	-3	-2	6	-0.8	.	1	1
COc1ccc(C(=O)/C=C/Nc2ccc([N+](=O)[O-])cc2)cc1	-4	-6	-3	6	2	0.8	5	-1	6
COc1ccc(C(=O)Cn2cnc3ccc(Cl)cc3c2=O)cc1F	-11	1	-6	10	2	0.3	0	0	9
COc1ccccc1CNC(=O)c1ccc(-c2ccccc2C(F)(F)F)o1	14	-14	-4	5	3	-2.3	3	-5	7
Cc1occc1-c1nnc(SCC(=O)N2CCN(c3ccc(F)cc3)CC2)n1C	-2	5	-3	2	1	1.6	3	-4	-11
CCN(CC)CCCNC(=O)Cn1ncn2cccc2c1=O	4	0	1	-2	1	-1.7	3	-2	2
O=C(Nc1ccccn1)c1ccccc1	9	-1	-5	1	1	-0.3	.	3	22
CN(C)S(=O)(=O)c1ccc(N2CCCC2)c(C(=O)NNC(=O)COc2ccccc2F)c1	-1	5	-4	9	-4	0.1	4	2	-6
CC(C1CC1)N(Cc1ccccc1)C(=S)Nc1ccccc1Cl (stereo unspecified)	10	6	-7	3	1	-0.1	8	-7	2
O=C(COC(=O)/C=C/c1ccco1)NCc1ccc(Cl)cc1Cl	5	1	-9	-1	-1	0.3	-2	-3	5
C=CCNC(=O)CSc1nc2sccc2c(=O)n1-c1ccccc1	8	-1	-5	2	0	0.6	-1	-1	5
CC(=O)c1ccccc1NC(=O)CSc1nc2ccccc2c(=O)n1CCCN1CCOCC1	0	-5	2	-2	3	-4.2	-2	3	11
O=C1Nc2cc(Cl)c(Cl)cc2N(O)N1c1ccccc1Cl	9	9	-1	15	1	-0.5	8	1	-21
COCCn1c(SCC(=O)OCc2ccccc2)nc2c1c(=O)[nH]c(=O)n2C	5	-2	-16	4	2	-4.7	3	1	0
COc1ccc(C(=O)NCCCc2ccccc2)cc1OC	-2	-2	1	-2	1	0.4	2	-1	-7
c1ccc(CCn2nnnc2C(c2cccnc2)N2CCOCC2)cc1 (stereo unspecified)	8	-3	1	2	0	-0.3	4	2	8
